Screens: PubChem BioAssay, Sanford-Burnham Center for Chemical Genomics
NLRP3 yeast inh: inhibitors of NALP3 inflammasome in yeast; Yeast reconstituted NLRP3/ASC/caspase-1, beta-gal luminescence, 24 h; inhibition, % at 10 µM; hit rate 0.39% among 330,000; AID 2825;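 active = inhibition of 50% or more; inactive = inhibition below 50%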;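 also: plate controls were induced DMSO wells for no effect and uninduced yeast grown without galactose for full effect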
tim10-1 inh: tim10-1 yeast growth inhibition. S. cerevisiae tim10-1 ts strain growth, BacTiter-Glo, 24 h. inhibition, % at 20 µM. hit rate 2.2% among 330,000. AID 463190;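 active = inhibition of at least 40%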;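 also: mutant grown at 25 °C; 0% = DMSO wells with yeast and 100% = wells holding no yeast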
TIM10 inh: TIM10 yeast growth inhibition; S. cerevisiae TIM10 strain growth, BacTiter-Glo luminescence, 24 h; inhibition, % at 10 µM; hit rate 1.4% among 330,000; AID 463195;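 active = inhibition of 40% or more at the single tested concentration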;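 also: wild-type TIM10 isogenic control strain grown at permissive 25 °C; 0% = DMSO yeast wells and 100% = minimal medium wells without yeast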
GRIN3A LBD mod: NR3A (human) ligand-binding domain modulation. NR3A LBD differential scanning fluorimetry, Tm shift; 0% = protein alone, 100% = glycine-bound protein. hit rate 2.5% among 340,000. Tm shift relative to glycine control, % at 25 µM. AID 1259313;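 active = melting temperature shift of at least 10% of the positive control shift, at one fixed dose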
Mdm2 MdmX PPI: human Mdm2/MdmX binding inhibition | inhibition, % at 8 µM | hit rate 3% among 330,000 | SaOS-2 split-luciferase Mdm2/MdmX complementation, luminescence;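 active = inhibition of at least 50% at 8 µM in the primary screen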
tim23-1 inh: inhibits growth of tim23-1 mutant yeast | S. cerevisiae tim23-1 growth, BacTiter-Glo luminescence, 24 h | inhibition, % at 20 µM | hit rate 1.3% among 330,000;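 active = growth inhibition of the mutant yeast at or above 50%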;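 also: temperature-sensitive mutant grown at 25 °C; plate controls were DMSO-treated mutant yeast for no effect and medium wells lacking yeast for full effect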
APJ ag: agonists of human APJ apelin receptor | P35414 | hit rate 0.11% among 330,000 | activation, % at 20 µM | CHO-K1 APJ PathHunter beta-arrestin, luminescence; 0% DMSO wells, 100% apelin;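 active = activation more than six SD over the plate average, tested at 20 µM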;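 also: 0% = DMSO alone and 100% = apelin-13 at 10 nM; some results filed as inactive read as strong as hits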
Target sequence (P35414 whole entry, looked up): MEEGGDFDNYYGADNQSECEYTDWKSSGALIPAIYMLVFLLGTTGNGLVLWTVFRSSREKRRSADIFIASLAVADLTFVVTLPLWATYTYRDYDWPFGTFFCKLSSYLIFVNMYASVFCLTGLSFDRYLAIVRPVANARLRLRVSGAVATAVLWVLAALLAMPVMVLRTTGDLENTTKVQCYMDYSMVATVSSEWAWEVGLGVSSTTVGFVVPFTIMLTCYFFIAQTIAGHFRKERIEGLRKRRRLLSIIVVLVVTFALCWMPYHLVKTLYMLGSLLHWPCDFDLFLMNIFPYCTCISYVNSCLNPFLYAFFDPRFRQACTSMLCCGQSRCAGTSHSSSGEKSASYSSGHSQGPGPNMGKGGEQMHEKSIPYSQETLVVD
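Material: CHO-K1 APJ beta-arrestin complementation cell line; Input: cell density 1000 per well; Incubation: compound stimulation 90 min at 25 °C, detection 60 min; Signal: luminescence from split beta-galactosidase complementation, Galacton Star/Emerald II substrate; Controls: DMSO-only wells as negative, 10 nM Apelin-13 as positive control.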
UPR XBP1 act: adaptive UPR (XBP1) activation | hit rate 0.33% among 330,000 | activation, % at 20 µM | CHO-XBP1 luciferase reporter, IRE1-XBP1 UPR activation, luminescence; percent of tunicamycin response, DMSO as zero | AID 463104;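 active = versus positive control, 20 µM dose yields 30% or more activation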;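 also: 100% = tunicamycin at 10 µg/mL and 0% = DMSO only wells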
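Assay system: IRE1-XBP1 luciferase reporter CHO line. Input: 1000 cells/well. Buffer or medium: F12 with 10% serum. Doses: 20 µM, 1% DMSO. Times: overnight seeding at 37 °C, 6 h compound treatment at 37 °C. Technique: Steady-Glo luciferase glow luminescence, 10 min after reagent addition.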
CHOP UPR activ: activators of apoptotic arm of unfolded protein response (CHOP); CHO-CHOP luciferase reporter, UPR activation, luminescence; percent of tunicamycin response over DMSO baseline; activation, % at 10 µM; hit rate 0.34% among 330,000;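 active = at 10 µM dose, activation of 40% or more, normalized to positive control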;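 also: 100% = tunicamycin at 10 µg/mL and 0% = DMSO alone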
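Dosing – one dose, 10 µM in 0.5% DMSO · System – CHO-CHOP cells, stable luciferase reporter of PERK-eIF2a-CHOP signalling · Input – 500 cells/well · Control set – tunicamycin 10 µg/mL final as positive, DMSO-only wells as negative · Timing – 6 h compound treatment, 37 °C · Measure – % activation vs tunicamycin · Technique – luminescence read with Steady-Glo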
Starred values were filed as active, the others as inactive; / = no result given.

SMILES	NLRP3 yeast inh	tim10-1 inh	TIM10 inh	GRIN3A LBD mod	Mdm2 MdmX PPI	tim23-1 inh	APJ ag	UPR XBP1 act	CHOP UPR activ
CCCc1c(O)nc(SCC(=O)N2CCCCC2)[nH]c1=O	0	-3	6	2	5	-5	1	-2	0.3
Cc1c(Cl)cccc1NC(=O)CCN1CCOCC1	8	-22	-6	-2	14	0	-1	-1	0.0
O=c1cc(O)c2sc(Nc3cccc(C(F)(F)F)c3)nc2[nH]1	24	3	5	6	21	2	0	1	1.3
O=C(O)CCS(=O)(=O)Cc1ccccc1F	3	0	-1	3	-8	8	1	0	-0.6
COc1cc(NC(=O)CSc2nc(=O)n(CCN3CCOCC3)c3c2CCC3)cc(OC)c1	-2	8	4	-1	18	11	-5	-1	2.6
COc1ccc(/C=N/N2C(=N)SCC2=O)cc1	4	2	8	-17	11	1	-1	1	3.3
Cc1nc(SCC(=O)NC2CCCC2)c2c(C)c(C)sc2n1	54*	2	-7	-2	17	18	0	-1	-0.3
Cc1cc(C(=O)COC(=O)c2ccc(N)c([N+](=O)[O-])c2)c(C)n1-c1ccc2c(c1)OCO2	15	4	27	-2	13	7	3	1	2.0
COCCNC(=O)C(c1ccc(C)cc1)N(C(=O)CCC(=O)Nc1ccccn1)C1CCCCC1 (stereo not given)	25	0	12	1	14	7	-4	-1	4.3
COc1ccc(S(=O)(=O)N2CCOC2CNC(=O)C(=O)NCCc2ccc(OC)c(OC)c2)cc1 (stereo not given)	2	-2	-7	-3	3	9	0	-2	-0.5
CC1=NN(C(N)=S)C(=O)C1N=Nc1cccc(Cl)c1C (stereo not given)	44	43*	36	9	-51	57*	-5	-2	1.4
Cc1onc(-c2ccccc2Cl)c1C(=O)NNC(=O)c1ccccc1F	1	12	2	1	-15	4	-2	1	1.5
CC(C)CCNC(=O)CSc1nc2ccccc2s1	39	-4	-5	0	7	25	-2	-3	-0.2
Cc1ccc(CCNC(=O)C2CCC(=O)N(CC3CCCCC3)C2)cc1 (stereo not given)	19	14	1	-1	0	10	0	-3	0.7
Cc1ccc(/C=C/C(=O)OCC(=O)NCCN2C(=O)CSC2=O)o1	-10	10	-22	2	14	6	0	-1	1.1
Cc1ccc(NS(=O)(=O)c2ccc(C(=O)N3CCCN(C)CC3)cc2)cc1	1	11	4	1	7	-11	-5	0	0.2
COC(=O)/C=C/C1=CN(Cc2ccccc2)CCC1=O	8	-7	0	-2	5	-2	-1	3	-0.9
CCOc1ncccc1C(=O)OCC(=O)c1ccccc1	0	-2	-20	1	4	1	-2	0	1.1
CCOc1ccc(C(=O)N[C@H](C(=O)O)C(C)C)cc1	0	7	3	0	5	15	0	-2	-0.6
CCc1noc(C)c1C(=O)OCC(=O)NCc1ccccc1OC	15	4	15	0	-1	9	-2	1	-2.4
COc1ccccc1C(=O)COC(=O)Cc1c[nH]c2ccccc12	32	18	13	-3	19	23	-9	1	0.1
On1nnc2c3ccccc3c3ccccc3c21	6	22	11	1	-22	7	1	-2	6.2
O=C(Nc1ccc(-c2nc3ccccc3s2)c(OC(=O)c2ccccc2)c1)c1ccccc1	1	-4	-1	1	-95	1	1	4	6.6
CC(=O)Nc1ccc(-c2csc(NC(=O)c3ccc(C)o3)n2)cc1	13	8	-12	5	6	9	1	7	-1.2

6 entries picked at random from those above:
SMILES	NLRP3 yeast inh	tim10-1 inh	TIM10 inh	GRIN3A LBD mod	Mdm2 MdmX PPI	tim23-1 inh	APJ ag	UPR XBP1 act	CHOP UPR activ
CCOc1ccc(C(=O)N[C@H](C(=O)O)C(C)C)cc1	0	7	3	0	5	15	0	-2	-0.6
COC(=O)/C=C/C1=CN(Cc2ccccc2)CCC1=O	8	-7	0	-2	5	-2	-1	3	-0.9
Cc1ccc(CCNC(=O)C2CCC(=O)N(CC3CCCCC3)C2)cc1 (stereo not given)	19	14	1	-1	0	10	0	-3	0.7
COc1ccccc1C(=O)COC(=O)Cc1c[nH]c2ccccc12	32	18	13	-3	19	23	-9	1	0.1
CCOc1ncccc1C(=O)OCC(=O)c1ccccc1	0	-2	-20	1	4	1	-2	0	1.1
O=C(Nc1ccc(-c2nc3ccccc3s2)c(OC(=O)c2ccccc2)c1)c1ccccc1	1	-4	-1	1	-95	1	1	4	6.6

(listing goes on)
SMILES	NLRP3 yeast inh	tim10-1 inh	TIM10 inh	GRIN3A LBD mod	Mdm2 MdmX PPI	tim23-1 inh	APJ ag	UPR XBP1 act	CHOP UPR activ
CCN(CC)CCN(C(=O)/C=C/c1cccs1)c1nc2ccc(Cl)cc2s1	21	28	35	-5	28	33	-1	-4	0.5
COc1cc(-c2cc(N)n(S(=O)(=O)c3ccc(F)cc3)n2)cc(OC)c1OC	14	-13	6	-1	38	2	-3	1	1.7
O=C(CSc1ncn[nH]1)Nc1ccc(Cl)c(Cl)c1	-5	-4	-11	-7	19	4	-2	-5	1.9
O=C(NC(Cc1c[nH]c2ccccc12)C(=O)NCCCN1CCOCC1)c1cccs1 (stereo not given)	16	13	1	-1	16	0	-2	3	-2.1
COc1cc(NC(=O)c2cnc(N)o2)cc(C(=O)Nc2cccc(C(F)(F)F)c2)c1	7	-8	-6	5	29	-8	9	-1	-1.0
NNC(=O)c1ccc2c(c1)S(=O)(=O)NNC2=O	-3	5	15	-3	-5	10	-3	-3	0.4
CN(C)c1ccc([C@@H]2[C@@H]([N+](=O)[O-])[C@H]3C=Cc4ccccc4N3[C@H]2C(=O)c2ccc(Cl)cc2)cc1	10	45*	17	1	12	33	0	-1	4.1
CN(C)c1oc(-c2ccccc2Cl)nc1P(=O)(c1ccccc1)c1ccccc1	4	11	28	-3	26	30	-4	-2	-1.6
Cc1cc(C)c(Cn2c(=O)n(CCCC(=O)NCc3ccco3)c(=O)c3sccc32)c(C)c1	11	19	9	-1	51*	2	-3	5	3.7
CC(NC(=O)c1ccc([N+](=O)[O-])cc1Cl)C1CC2CCC1C2 (stereo not given)	25	1	-7	-1	-6	23	5	4	1.6
O=C1OC(c2ccccc2)C2(CCCC2)C(=O)C12CCCC2 (stereo not given)	37	7	-12	-1	-14	19	-3	0	-1.2
Cc1c(NC(=O)Nc2ccc(Cl)c(Cl)c2)c(=O)n(-c2ccccc2)n1C	7	39	13	-2	14	11	-5	0	-0.7
Cc1coc2cc3oc(=O)c(CCC(=O)NCCCN4CCOCC4)c(C)c3cc12	-5	3	-5	-3	3	-10	-3	2	0.5
COc1ccccc1CNC(=O)COc1ccccc1C	36	-2	-6	-1	24	18	-3	-1	0.1
Ic1ccc(N2CCN(Cc3c[nH]c4ncccc34)CC2)cc1	12	0	20	6	-17	17	10	-3	0.6
CCOc1cc(S(=O)(=O)NCc2cccs2)ccc1Cl	21	26	1	-7	30	38	2	-1	0.1
COc1ccc(Cl)cc1NC(=O)COC(=O)Cc1cc(OC)c(OC)c(OC)c1	17	-1	-3	17*	22	29	-4	-4	-0.6
O=C(NCc1ccco1)C(Cc1ccccc1)N1C(=O)c2ccccc2C1=O (stereo not given)	-12	7	-12	-1	5	12	-5	-3	-1.4
CCN(CC)C(=O)[C@H]1CC(CC(=O)NCCCN(C)C)C(=O)N2CCc3c([nH]c4ccc(OC)cc34)[C@]12C (stereo not given in full)	/	-5	-21	2	-3	10	/	0	1.8
COc1nc(-c2ccccc2Cl)ccc1C#N	33	-10	-24	2	-1	16	2	0	0.0
Cc1ccc(C(=O)OCC(=O)NC2CCCCC2)cc1S(=O)(=O)N1CCCCC1	1	3	12	6	13	13	-6	-1	-0.1
FC(F)(F)c1cnc(/C=C/Nc2ccccc2Cl)c(Cl)c1	-8	-4	-12	-3	9	8	-3	1	0.6
CCn1c(-c2cc(C3CC3)nc3ccccc23)n[nH]c1=S	8	12	3	2	20	-7	-3	-3	0.2
CCCCOc1ccc(C2(C)NC(=O)NC2=O)cc1 (stereo not given)	3	2	-6	-1	6	0	3	-5	2.4
O=C(Nc1ccccn1)c1cccs1	1	4	-1	4	6	14	6	-1	-1.1
Cc1ccc(-n2nc3c(c2NC(=O)c2ccc4c(c2)OCO4)CSC3)cc1	1	-20	-10	1	7	-16	-2	-4	0.2
Cc1cccc(COc2ccc(S(=O)(=O)N3CCOCC3)cc2[N+](=O)[O-])c1	36	17	-2	-1	14	24	3	-2	2.6
COc1ccccc1NC(=S)NNC(=O)c1ccccc1	8	14	7	1	9	5	-6	2	4.7
COc1ccc(NS(=O)(=O)c2ccc(NC(=S)NC(=O)/C=C/c3ccccc3)cc2)nn1	-9	1	-12	-8	-29	-3	-3	-1	2.3
COc1ccc(/C=C/C(=O)NCCC(=O)N2CCCN(C)CC2)cc1	-7	0	-17	-2	2	16	0	-3	0.3
Cc1cccc(NC(=S)N2CCC(NC(=O)c3ccco3)CC2)c1	13	-9	4	-1	-11	3	-2	6	1.6
Cc1ccc(C(=O)NCC(=O)OC(C)C(=O)NC2CCCc3ccccc32)cc1 (stereo not given)	17	22	6	1	8	18	6	-3	0.1
O=C(CCS(=O)(=O)c1ccc(Br)cc1)N1CCN(c2ccccc2)CC1	28	8	-5	-2	-9	17	1	-4	1.3
Cc1ccc(NC(=O)c2ccc3nc(N4CCOCC4)sc3c2)c(Cl)c1	8	-19	-7	1	18	-12	-1	1	2.7
C(=C\c1ccncc1)/c1ccncc1	-9	9	9	0	-3	5	-5	-2	-0.9
Cc1cccn2c(=O)c3cc(C(=O)NCC4CCCO4)c(=N)n(Cc4cccnc4)c3nc12 (stereo not given)	4	1	1	-1	17	12	-1	-1	-0.8
CCOC(=O)CNC(=O)CSc1nc(-c2cccc(C)c2)ns1	7	16	14	-1	25	-6	-1	2	2.6
CCOC(=O)N1CCN(CCC(=O)Nc2ccc(C)c(Br)c2)CC1	18	-2	-23	-2	12	5	0	-2	-1.7
CC1CCCCN1CCNC(=O)c1cc2c(-c3ccccc3F)nn(C)c2s1 (stereo not given)	1	5	8	0	6	-16	-4	0	-1.9
CCC(=O)N1N=C(c2ccc(NS(C)(=O)=O)cc2)CC1c1ccc(C)cc1 (stereo not given)	-15	20	7	2	-46	24	0	-2	2.2
COc1cc(CN2CCN(Cc3ccc(C)cc3)C(CCO)C2)cc(OC)c1O (stereo not given)	-9	12	9	-1	3	13	1	0	-2.1
O=C(OCC(=O)N1CCc2ccccc21)c1nc(Cl)ccc1Cl	16	5	15	-1	3	22	-2	-3	0.8
NC(=O)c1ccsc1NC(=O)COC(=O)/C=C/c1ccc([N+](=O)[O-])cc1	7	-13	-17	0	-28	-10	-5	2	2.5
CCN(C(=O)c1cn(C)c(=O)c2cc(OC)c(OC)cc12)c1cc(C)ccc1C	3	37	3	0	23	12	-1	0	-1.9
CN(C)/C=C1/C(=O)Nc2ccccc21	2	10	9	1	-13	11	-2	-1	-1.1
CN(C)S(=O)(=O)c1cccc(NC(=S)NC(=O)C2CCCCC2)c1	-53	24	41*	0	-14	43	-1	2	3.3
Cc1ccc(/C=C2\C(=N)N3N=C(CC(=O)N4CCOCC4)SC3=NC2=O)o1	11	-22	4	-3	19	-7	-3	-3	-1.5
